High-throughput results (PubChem)
phage Ecoli inh: E. coli growth loss with phage present. AID 651602. growth absorbance. inhibition, % at 11.9 µM. actives 0.26% (n = 360,000); in the data active = inhibition above about 11%
Active calls of the source: *.

phage Ecoli inh | SMILES
3.0 | CC(C)(C)n1nnnc1C(c1ccccc1)N1CCCN(Cc2ccc(F)cc2)CC1 (stereo not drawn)
-0.1 | CC1OC(C(C)(C)C)Cc2[nH][nH]c(=O)c21 (stereo not drawn)
2.0 | Cc1ccccc1-c1csc(C(O)(c2ccccc2)C(F)(F)F)n1 (stereo not drawn)
0.2 | CCCCOc1ccc(C(=O)NCCN2CCC(n3c(=O)[nH]c4ccccc43)CC2)cc1
2.4 | CCCCn1nnnc1C(c1ccc(OC)cc1)N1CCN(C/C=C/c2ccccc2)CC1 (stereo not drawn)
4.6 | Fc1ccc(-c2nc3ccc(Br)cn3c2Cc2ccccc2C(F)(F)F)cc1
2.9 | CC(=O)NCCNC(=O)C1Cc2c(-c3ccccc3)ccnc2O1 (stereo not drawn)
1.5 | CC1=C(C(=O)N(C(C)C)C(C)C)CC(CC(=O)NCCN2CCOCC2)C(=O)N1CCC1=CCCCC1 (stereo not drawn)
1.6 | CCCS(=O)(=O)NC(=O)C1(C)CCCN(C(=O)c2ccco2)C1 (stereo not drawn)
-3.3 | Cc1ccc(N2CCN(C(C(=O)Nc3c(C)cccc3C)c3cc4ccccc4o3)CC2)cc1 (stereo not drawn)
-0.7 | O=Cc1ccc(/C=C2\c3ccccc3C(=O)N2c2ccccc2)o1
-0.2 | C=CCN1C(C(=O)OCC)CSCCS1(=O)=O (stereo not drawn)
2.2 | O=C(C[C@H]1CC[C@@H]2[C@H](COC[C@@H](O)CN2Cc2cccc(F)c2)O1)NCC1CCCCC1
4.5 | CN(CCO)c1ccc2c(c1)OC[C@H](Cc1ccccc1)NS2(=O)=O
0.6 | COCCCNC(=O)C[C@@H]1C[C@@]2(C(=O)OC)CCCCC=C2N(Cc2ccc3c(c2)OCO3)C1=O
3.6 | Cc1ccc(Cl)cc1-c1cc(C(=O)NCc2ccc(C(F)(F)F)cc2)[nH]n1
2.3 | COc1ccc(NC(=O)C2Cc3c(-c4ccco4)ccnc3O2)cc1OC (stereo not drawn)
0.4 | CC(C)(C)c1cc2nc(NCCOc3ccccc3)ccn2n1
0.6 | CCCN(C)C1CN(Cc2cn(Cc3ccc(Cl)cc3)nn2)S(=O)(=O)C1 (stereo not drawn)
2.3 | Cc1cccc(NC(=O)CNC(=O)[C@H](CCc2ccccc2)NC(=O)[C@H]2O[C@@H](n3cnc4c(N)ncnc43)[C@H](O)[C@@H]2O)c1C
6.0 | O=C(NCc1ccncc1)c1csc([C@@H]2C[C@H](O)[C@@H](CO)O2)n1
3.7 | CC1(C)CC(=O)C=C(C2CC2)C1=O
3.7 | COc1cc(NC(=O)C2(C)CCCN2C)cc(OC)c1OC (stereo not drawn)
1.2 | COCCNC(=O)C1(C)CCCN(Cc2cccc(OC(=O)c3ccccc3)c2)C1 (stereo not drawn)
3.0 | Cc1cc(N2CCNC[C@H]2C)ccc1N1CCN(Cc2ccccc2)[C@H](C)C1
-0.2 | CC1(C(=O)NCCc2c[nH]c3ccccc23)CCN1Cc1csc2ccccc12 (stereo not drawn)
-0.3 | CC1(C(=O)NS(=O)(=O)c2ccc(Cl)s2)CCN1C(=O)CCc1ccccc1 (stereo not drawn)
0.0 | Nc1ncc(-c2ccc(F)cc2)nc1N1CCN(CCO)CC1
2.9 | CCOC(=O)N1CCN(C(=O)C[C@@H]2C[C@@]3(C(=O)OC)CC(C)(C)CC=C3N(Cc3ccccc3)C2=O)CC1
2.6 | COc1cccc(C(O)c2nc(-c3cccc(C#N)c3)cs2)c1 (stereo not drawn)
0.5 | COCCNC(=O)C1(C)CCCN(Cc2cc(-c3ccccc3)n(C)n2)C1 (stereo not drawn)
0.8 | COC(=O)[C@]12C[C@H](CC(=O)NCc3ccc(C)o3)C(=O)N(Cc3ccccc3)C1=C[C@H](C1CCCC1)O[C@@H]2C
4.0 | C[C@@H](NC(=O)[C@@H]1CCCN1C(=O)[C@@H]1CCCN1C(=O)c1cccs1)c1ccccc1
7.8 | COC(=O)C1=C(C)N(Cc2ccccc2C(F)(F)F)C(=NCc2ccc(C(F)(F)F)cc2)NC1c1ccc(F)cc1 (stereo not drawn)
-0.2 | COC(=O)[C@]12C[C@H](CC(=O)N3CCSCC3)C(=O)N(Cc3ccc4c(c3)OCO4)C1=C[C@H](COCc1ccccc1)O[C@@H]2C
3.6 | CCCCn1nnnc1C(c1ccccc1OC(F)(F)F)N1CCN(C/C=C/c2ccccc2)CC1 (stereo not drawn)
2.1 | Cc1cccc(C)c1-n1nnnc1SCc1nc(N)nc(N(C)C)n1
2.1 | CC(=O)N1CCC(C(=O)N2c3ccccc3N=C(c3ccc(C(F)(F)F)cc3)C2C(=O)NC2CCCC2)CC1 (stereo not drawn)
2.3 | NS(=O)(=O)c1ccc(CCNc2ccn3nc(-c4ccc(OCCN5CCOCC5)cc4)cc3n2)cc1
14.1* | CC1OC2CC(=O)OC2C2=C1C(=O)c1c(O)cccc1C2=O (stereo not drawn)

Overlap with the part before: 5 compounds; new compounds follow.
phage Ecoli inh | SMILES
3.6 | CCCCn1nnnc1C(c1ccccc1OC(F)(F)F)N1CCN(C/C=C/c2ccccc2)CC1 (stereo not drawn)
2.1 | Cc1cccc(C)c1-n1nnnc1SCc1nc(N)nc(N(C)C)n1
2.1 | CC(=O)N1CCC(C(=O)N2c3ccccc3N=C(c3ccc(C(F)(F)F)cc3)C2C(=O)NC2CCCC2)CC1 (stereo not drawn)
2.3 | NS(=O)(=O)c1ccc(CCNc2ccn3nc(-c4ccc(OCCN5CCOCC5)cc4)cc3n2)cc1
14.1* | CC1OC2CC(=O)OC2C2=C1C(=O)c1c(O)cccc1C2=O (stereo not drawn)
1.9 | CC(C)Oc1cccc(C(=O)Nc2nnc([C@@H]3C[C@H](O)[C@@H](CO)O3)s2)c1
4.8 | COCc1cc(N2CCN(C(=O)OC(C)(C)C)C[C@H]2C)ccc1N1CCN(Cc2ccccc2)[C@@H](C)C1
2.7 | Cc1ccc(C(=O)Nc2nnc([C@H]3C[C@H](O)[C@@H](CO)O3)s2)cc1
-1.3 | O=C(Nc1cccc(C(F)(F)F)c1)c1csc([C@@H]2C[C@H](O)[C@@H](CO)O2)n1
1.3 | COc1c2ccccc2nn1C(C)C
3.0 | COc1ccc(OC)c(CN2C(=O)c3ccccc3C2c2nnnn2-c2c(C)cccc2C)c1 (stereo not drawn)
4.6 | COc1ccccc1-c1cc(NC=O)c2ncc(-c3cccc(C(F)(F)F)c3)n2c1
0.7 | COc1cccc(C(NC(C)=O)c2nc(-c3cccc(NC(C)=O)c3)cs2)c1 (stereo not drawn)
2.9 | CC1Sc2ccccc2N(Cc2ccccc2)C1=O (stereo not drawn)
3.5 | CCS(=O)(=O)N1CCN(C(=O)c2ccc3nc(C)c(N(C)C(=O)CCc4ccccc4)n3c2)CC1
2.1 | CCCCNC(=O)C(NC(=O)c1ccc2c(c1)OCO2)C(=O)c1ccccc1 (stereo not drawn)
-0.4 | COc1ccc(-c2c(-c3ccccc3OC)sc3ccccc23)cc1F
-1.9 | COC(=O)C1=C(C)N(C)C(=NCc2cc(OC)c(OC)c(OC)c2)NC1c1ccc(C(F)(F)F)cc1 (stereo not drawn)
0.2 | CCCCCCCCN1C(=O)[C@H](CC(=O)N2CCN(C(=O)C3CC3)CC2)C[C@@]2(C(=O)OCC)CCCC=C12
2.7 | CC(C)NC(=O)C1(C)CSCC(=O)N1CCCN1CCOCC1 (stereo not drawn)
2.8 | CC1CCN(C(=O)c2[nH]cnc2C(=O)N(C)CCO)CC1
3.4 | COC1OC(COCc2ccccc2)C2OC(C)(C)OC2C1O (stereo not drawn)
4.4 | O=C(CC[C@H]1O[C@@H](n2ccc(=O)[nH]c2=O)[C@H](O)[C@@H]1O)N[C@H](Cc1ccccc1)C(=O)NCc1ccccc1
1.2 | CCCNC(=O)C1(C)CCCN(C(=O)c2c(F)ccc(C)c2F)C1 (stereo not drawn)
0.9 | CCOC(=O)C(=C1Nc2ccccc2N1)n1c(-c2ccco2)nc2ccccc21
2.5 | CCC(CC)C(=O)N(C)c1c(C)nc2c(OCC(=O)C(C)(C)C)cccn12
2.3 | CC1(C(=O)NS(=O)(=O)c2cccc(C#N)c2)CCN1C(=O)C1(c2ccc(Cl)cc2)CC1 (stereo not drawn)
2.5 | CNc1cc(-c2cccc(N(C)C)c2)ncn1
1.6 | Cc1ccccc1CNC(=O)c1[nH]c(C(F)(F)F)nc1-c1ccccc1
2.9 | COCC(=O)N(C)[C@H]1C[C@H]2c3[nH]c4c(-c5ccccc5)cccc4c3CCN2C(=O)[C@H]1[C@H](C)O
2.3 | CCCCN1CC(COCc2ccccc2)Oc2cccc(N3CCCCC3)c2S1(=O)=O (stereo not drawn)
4.7 | CN(C)Cc1csc(NC(=O)Nc2cccc(Cl)c2)n1
0.3 | Cc1ccccc1C1N=C2Oc3ccccc3C=C2C(=O)N1 (stereo not drawn)
0.6 | O=C(NCc1ccc(Cl)c(Cl)c1)c1cc(C2CCCCN2C(=O)c2cccs2)on1 (stereo not drawn)
2.2 | COc1ccc(C(=O)N2CCC(C)(C(=O)NS(=O)(=O)C3CC3)C2)cc1 (stereo not drawn)
2.7 | CCCCS(=O)(=O)N1CCCc2nc(-c3ccc(OC)cc3)ccc21
-0.8 | O=C(NCCO)c1cccc(-c2cccc3nccn23)c1
0.7 | Cc1cc(Br)cn2c(Cc3cccc(F)c3)c(-c3ccc(C#N)cc3)nc12
0.2 | OC(CSc1nnnn1-c1ccccc1)Cn1c2ccccc2c2ccccc21 (stereo not drawn)
3.6 | COC(=O)[C@@]12C[C@@H](CC(=O)N3CCC(c4ccccc4)CC3)C(=O)N(Cc3cccc4ccccc34)C1=CCC(C)(C)C2
-0.6 | COC(=O)[C@@]12C[C@@H](CC(=O)NCc3ccc(OC)c(OC)c3)C(=O)N(Cc3ccc4c(c3)OCO4)C1=CCC(C)(C)C2
0.7 | CN(Cc1ccc(Cl)c(Cl)c1)C(=O)c1[nH]c(C(F)(F)F)nc1-c1ccccc1
4.8 | Cn1ccc2c(-c3ccc(C(F)(F)F)cc3)cc3c(c21)C1CCC3O1 (stereo not drawn)
2.4 | COC(=O)C[C@@H]1CC[C@@H](NC(=O)NC2CCCC2)[C@@H](CO)O1
0.8 | O=C1NC[C@@H](CCCCN2C[C@H](Cc3ccccc3)N(CCc3ccc(O)cc3)C(=O)C2=O)N(CCc2ccccc2)C1=O

Look-ups from the entries so far.
In phage Ecoli inh, COCC(=O)N(C)[C@H]1C[C@H]2c3[nH]c4c(-c5ccccc5)cccc4c3CCN2C(=O)[C@H]1[C@H](C)O has the entry 2.9
In phage Ecoli inh, Cc1ccccc1CNC(=O)c1[nH]c(C(F)(F)F)nc1-c1ccccc1 has the entry 1.6
In phage Ecoli inh, CN(C)Cc1csc(NC(=O)Nc2cccc(Cl)c2)n1 has the entry 4.7
In phage Ecoli inh, CCCCN1CC(COCc2ccccc2)Oc2cccc(N3CCCCC3)c2S1(=O)=O (stereo not drawn) has the entry 2.3

Other records follow.
phage Ecoli inh | SMILES
2.3 | N#CC(C(=O)OC1CCCCC1)c1nc2ccccc2nc1N1CCCCC1 (stereo not drawn)
1.4 | CCCNC(=O)C1(C)CCCN(Cc2csc3ccccc23)C1 (stereo not drawn)
2.3 | CC(C)(C)n1nnnc1C(c1ccccc1)N1CCN(c2ccccc2)CC1 (stereo not drawn)
4.2 | COc1cc(NC(=O)[C@H]2O[C@@H](n3ccc(N)nc3=O)[C@H](O)[C@@H]2O)cc(OC)c1OC
2.9 | O=C(Nc1cccc(C(F)(F)F)c1)Nc1ccc2nc([C@@H]3O[C@H](CO)[C@@H](O)[C@H](O)[C@H]3O)[nH]c2c1
-1.4 | COc1cccc(-c2cnc3c(NC=O)cc(-c4ccc(S(C)(=O)=O)cc4)cn23)c1
6.7 | O=C(Nc1ccc(F)cc1)C(c1ccccc1)N1CCN(c2cccc(C(F)(F)F)n2)CC1 (stereo not drawn)
3.5 | CCCN(CCC)Cc1cc(=O)oc2cc(C)c(Cl)cc12
-1.4 | CCC(=O)N1Cc2cc(C(=O)NCCOC)nc(-c3cccc(-c4ccc(C#N)cc4)c3)c2[C@H]1CCO
1.4 | CNc1cnc(-c2cc(OC)c(OC)c(OC)c2)cn1
3.2 | CCc1nc2ccc(C(=O)NCCNC(C)=O)cn2c1N(C)CCCc1ccccc1
2.4 | Cc1ccc(N(C)C)cc1
3.8 | Cc1cc(N2CCN(C(=O)OC(C)(C)C)C[C@@H]2C)ccc1Br
1.1 | Cc1cc(N2CCNC[C@H]2C)ccc1N1C[C@@H](C)O[C@@H](C)C1
2.7 | C=CC[C@]12C[C@@]3(O[C@H](c4ccc(C(F)(F)F)cc4)N=C3C[C@H](c3ccc(OC)cc3)[C@H]1C)N(Cc1ccncc1)C2=O
1.9 | Cn1nc(C(C)(C)C)cc1C(=O)N1CCCC(c2cc(C(=O)Nc3ccccc3Cl)no2)C1 (stereo not drawn)
1.8 | COc1ccc(-c2nn(-c3ccccc3)cc2CNC[C@H]2O[C@@H](n3ccc(=O)[nH]c3=O)[C@H](O)[C@@H]2O)cc1
4.8 | Cc1ccc(C(=O)N2CCCC2(C)C(=O)NCC(C)C)cc1F (stereo not drawn)
5.6 | FC(F)(F)Oc1ccccc1C(c1nnnn1C1CCCC1)N1CCN(C/C=C/c2ccccc2)CC1 (stereo not drawn)
3.3 | NC(=O)c1cccc(-c2ccnc3c2CC(C(=O)NCc2ccc(F)c(F)c2)O3)c1 (stereo not drawn)
3.0 | O=S1(=O)c2cc(Cl)ccc2N2CC[C@H](C2)N1Cc1ccc(Cl)c(Cl)c1
-0.2 | CCC(=O)N1CCCC(C)(C(=O)Nc2ccc(OC(F)F)cc2)C1 (stereo not drawn)
2.8 | CCCC(=O)N1CCC1(C)C(=O)NS(=O)(=O)c1cccs1 (stereo not drawn)
1.2 | COc1cccc(CNC(=S)Nc2ccc3c(c2)c(=O)n(C)n3Cc2ccccc2)c1
4.8 | CCN1CCN(C(C(=O)NC2CCCCC2)C2CC2)CC1 (stereo not drawn)
5.6 | CC(C)C[C@H]1COc2c(Cl)cccc2S(=O)(=O)N1Cc1cccc(Cl)c1
-1.2 | CN(C)Cc1csc(NC(=O)Nc2cccc(C(F)(F)F)c2)n1
1.9 | CC(C)NC(=O)C1(C)Cc2c(-c3ccc(C(N)=O)cc3)ccnc2O1 (stereo not drawn)

2 entries from above, as a markdown table.
| molecule | phage Ecoli inh |
| --- | --- |
| Cn1nc(C(C)(C)C)cc1C(=O)N1CCCC(c2cc(C(=O)Nc3ccccc3Cl)no2)C1 (stereo not drawn) | 1.9 |
| Cc1cc(N2CCNC[C@H]2C)ccc1N1C[C@@H](C)O[C@@H](C)C1 | 1.1 |

These rows are one share of the data. The share of hits here may be higher or lower than overall.
